Bioassay records deposited in PubChem BioAssay by National Center for Advancing Translational Sciences (NCATS).
FEN1 inh = qHTS Assay for the Inhibitors of Human Flap endonuclease 1 (FEN1) | Potency, µM (titrated, usually from 114 µM), for inactives: at the top dose activity change, negative = inhibition, most hits filed as inhibitors | P39748 | hit rate 0.35% among 390,000 | Recombinant FEN1 flap cleavage, fluorescence, 15 min; also: nearly all actives have a fitted effect of over 65% in size
Target sequence (P39748 whole entry, looked up): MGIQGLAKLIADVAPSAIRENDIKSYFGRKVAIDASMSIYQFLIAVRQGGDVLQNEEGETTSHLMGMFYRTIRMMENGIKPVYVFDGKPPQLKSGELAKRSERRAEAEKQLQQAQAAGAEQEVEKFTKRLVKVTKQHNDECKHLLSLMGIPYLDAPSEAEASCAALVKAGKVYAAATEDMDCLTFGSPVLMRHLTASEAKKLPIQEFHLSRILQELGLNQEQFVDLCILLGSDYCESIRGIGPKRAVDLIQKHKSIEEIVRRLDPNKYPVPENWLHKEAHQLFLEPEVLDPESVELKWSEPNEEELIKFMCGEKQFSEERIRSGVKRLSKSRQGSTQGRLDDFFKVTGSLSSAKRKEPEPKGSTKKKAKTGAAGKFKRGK
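Steps: FEN1 (10 nM) dispensed; compound added by pin tool; 15 min at room temperature; substrate added to 50 nM final; reads at 0 min and 15 min; data normalized and fitted (four-parameter Hill).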
TDP1 block = qHTS Assay for Inhibitors of Tyrosyl-DNA Phosphodiesterase (TDP1); recombinant TDP1, AlphaScreen DNA substrate cleavage; hit rate 0.28% among 350,000; Potency, µM (doses to about 130 µM), without a hit: at the highest dose activity change, negative = inhibition, most hits filed as inhibitors; AID 485290, 2010; also: nearly all actives have a fitted effect of over 40% in size
Target sequence (Q9NUW8 whole entry, looked up): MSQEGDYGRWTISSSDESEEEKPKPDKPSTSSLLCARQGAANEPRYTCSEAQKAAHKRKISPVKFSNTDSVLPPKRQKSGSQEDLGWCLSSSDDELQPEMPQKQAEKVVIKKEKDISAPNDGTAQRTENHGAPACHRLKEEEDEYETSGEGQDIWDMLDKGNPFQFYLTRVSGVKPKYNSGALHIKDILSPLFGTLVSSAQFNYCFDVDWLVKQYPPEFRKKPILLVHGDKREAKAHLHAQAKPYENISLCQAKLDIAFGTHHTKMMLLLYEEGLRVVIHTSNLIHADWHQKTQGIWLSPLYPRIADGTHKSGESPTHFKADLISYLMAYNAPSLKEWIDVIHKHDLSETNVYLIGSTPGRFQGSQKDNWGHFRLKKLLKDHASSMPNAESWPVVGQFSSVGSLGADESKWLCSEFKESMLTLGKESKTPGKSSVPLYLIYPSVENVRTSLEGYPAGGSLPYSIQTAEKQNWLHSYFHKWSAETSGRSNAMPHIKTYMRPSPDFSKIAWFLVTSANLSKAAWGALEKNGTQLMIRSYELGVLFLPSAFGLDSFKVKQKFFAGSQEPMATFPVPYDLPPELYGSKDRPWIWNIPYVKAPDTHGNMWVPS
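Signal: AlphaScreen proximity between streptavidin donor and anti-FITC acceptor beads on intact substrate. Reaction: Tdp1 1 nM, substrate 15 nM final, 5 min RT after 15 min compound preincubation.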
N370S GC = qHTS Assay for Inhibitors and Activators of N370S glucocerebrosidase as a Potential Chaperone Treatment of Gaucher Disease | Lysosomal acid glucosylceramidase (Homo sapiens), P04062 | N370S GC spleen homogenate, 4MU-glucoside fluorescence | Potency, µM (doses to about 59.4 µM), for inactives: at the highest dose activity change, negative = inhibition, actives largely listed as inhibitors | hit rate 0.092% among 330,000 | AID 2101, 2009;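 also: 0% = full enzyme activity and -100% = no enzyme basal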
* marks the source's active call; other numbers are inactive results; u = inconclusive; x = no result given; & = joins results of further samples; [ ] = remark or other dose. Calls follow the shape of the dose curve; as a rule, active = well fitted curve in the direction sought with a large enough effect; inconclusive = small, poorly fitted or top-dose-only effect, or another doubt; inactive = no such curve, though single readings can be large; an effect the other way counts as inactive or inconclusive. Unless noted, % is scaled to controls: 0 for no effect and ±100 for the full control effect; potency is read from the fitted curve at half-maximal effect.

Every second line gives: FEN1 inh | TDP1 block | N370S GC
Cc1ccc(C2CC(=O)N(Cc3ccccc3F)c3c2c(C)nn3-c2nc(C)cc(C)n2)cc1 (stereo unspecified)
 : 13% | 5% | x
CCOc1cc(N2CCOCC2)c(OCC)cc1NC(=O)COC(=O)c1ccccc1C
 : 3% | 4% | 7%
O=C(c1ccc2c(=O)n3c(nc2c1)CCCCC3)N1CCN(c2ccccc2F)CC1
 : 17% | x | 5%
CCOc1ccccc1OCCCCOc1ccccc1F
 : -3% | -11% | 5%
CCOc1ccccc1NC(=O)CN(C)S(=O)(=O)c1ccc2[nH]c(=O)oc2c1
 : -7% | 5% | 0%
CC(C)C(c1nnnn1C1CCCCC1)N1CCCc2ccccc21 (stereo unspecified)
 : -11% | -2% | 1%
COc1ccccc1C(=O)COC(=O)CNS(=O)(=O)c1ccc(C)c(C)c1
 : -14% | 7%[0.505 µM] | 9%
Cc1ccc(NN2C(=O)C=C(c3ccc(Cl)cc3)C2=O)cc1
 : -9% | x | -3%[12.8 µM]
COc1ccc(S(=O)(=O)N2CCN(C(=O)c3cc(C)oc3C)CC2)cc1
 : -10% | 8% | 6%
O=C(CN1CCN(S(=O)(=O)c2ccc(F)cc2)CC1)Nc1ccc(Cl)cn1
 : 14% | x | -20%
CC(=O)c1ccc(NC(=O)C2CCCN(S(=O)(=O)c3c(C)[nH]c(=O)[nH]c3=O)C2)cc1 (stereo unspecified)
 : -4% | 0% | 5%
Cc1cc(F)c(F)c(C(=O)N2C(C)CCCC2C)c1Cl (stereo unspecified)
 : 9% | 5% | 2%
O=C(COC(=O)c1cncc(Br)c1)Nc1ccc(N2CCCCC2)cc1
 : -1% | 3% | x
COc1ccccc1NC(=O)C(=O)N1CCCC1
 : -1% | 9% | 16%
Cc1ccc(C)c(NC(=O)CN2C(=O)CC(C)S(=O)(=O)c3ccccc32)c1 (stereo unspecified)
 : -13% | 0% | -3%
O=C(c1cccc(Cl)c1)N1CCCC(c2ccc(Cl)cc2)=N1
 : -15% | 0% | 24%
Nn1c(SCC(=O)NC(=O)Nc2ccc3c(c2)OCCO3)nnc1C1CC1
 : -2% | 1% | -6%
Cc1cc(OCCCN2CCN(Cc3ccccc3)CC2)ccc1[N+](=O)[O-]
 : -23% | -6% | -6%
O=C(CCCc1ccccc1)N1CCN(c2ccc([N+](=O)[O-])cc2)CC1
 : -2% | 7% | 8%
CC(=O)OCC(=O)NCC(=O)c1c[nH]c2ccccc12
 : 13% | -3% | 5%
COC(=O)c1cc(OC)c(OC)cc1NC(=O)CSc1ccc(C)cc1
 : -20% | 0% | 10%
CC(Oc1ccc(C#N)cc1)C(=O)Nc1ccc(-n2cnnn2)cc1 (stereo unspecified)
 : 2% | -6% | -14%
CC(NC(=O)c1ccc2c(=O)n3c(nc2c1)CCC3)c1ccc(S(N)(=O)=O)cc1 (stereo unspecified)
 : 7% | 1% | 1%
Cc1ccccc1Nc1nc2ccccc2s1
 : -6% | 0% | 30%
C=CCSC1=C(C#N)C(c2ccc(OCC)cc2)CC(=O)N1 (stereo unspecified)
 : 15% | -1% | 2%
Cc1nc(NC(=O)CSc2nc(N)cc(N)n2)sc1C
 : 13% | 10% | 4%
Cc1cc(C)c(S(=O)(=O)NCC(c2ccc3c(c2)OCO3)N2CCOCC2)c(C)c1 (stereo unspecified)
 : -4% | 4% | -8%
O=C1c2ccccc2C2NC(=O)C3(CCCCC3)N12 (stereo unspecified)
 : 10% | 1% | 16%
COC(=O)c1sc(N2C(=O)C(=O)/C(=C(/O)c3ccccc3)C2c2ccco2)nc1C (stereo unspecified)
 : -1% | 3% | -17%
Cc1ccc(S(=O)(=O)N(C)C)cc1NC(=S)NNC(=O)C(N)=O
 : -1% | 8% | 2%
Cc1cccc(N=C2NC(=O)/C(=C/c3cccn3C)S2)c1
 : -20% | 10% | -4%
Cc1ccc(S(=O)(=O)N2CCOCC2)cc1NC(=O)Cn1ccsc1=N
 : 10% | -1% | 20%
O=C(CN1CCN(c2ccccc2F)CC1)Nc1ccccc1F
 : -2% | 0% | 6%
COc1cc(OC)cc(-c2nnc(Sc3ccc(C=O)cc3[N+](=O)[O-])o2)c1
 : x | 8% | 9%
O=C(O)/C=C1\CCCc2ccccc2C1O (stereo unspecified)
 : 15% | 1% | -2%&26%
CSc1ccccc1NC(=O)Cn1c([N+](=O)[O-])cnc1C
 : -12% | x | 3%
Cn1c(N)c(C(=O)COC(=O)c2nc(Cl)ccc2Cl)c(=O)n(C)c1=O
 : 1% | -1% | -2%
Cc1cccc(Cn2c(SCc3ccc(C(=O)NC4CCCC4)cc3)nc3cccnc32)c1
 : 11% | 7% | x
CCOC(=O)c1ccccc1NC(=O)COC(=O)C1CC(=O)N(CCc2ccccc2)C1 (stereo unspecified)
 : 5% | -16% | -14%
COC(=O)CCCC1=CC2=C(c3ccccc3)C(=O)C(C)(OC(=O)C3CCCC3)C(=O)C2=CN1CCc1ccccn1 (stereo unspecified)
 : -12% | 9%[21 µM] | -4%[12.8 µM]
C[C@@H](Nc1nc(-c2ccccc2)nc2c1oc1ccccc12)C(=O)O
 : -19% | 0% | -3%
CCCN1/C(=C(/C#N)C2=NS(=O)(=O)c3ccccc32)N(C)c2ccccc21
 : -2% | 0% | 7%
O=C(Nc1cc(C(F)(F)F)ccc1N1CCCC1)c1ccc2c(c1)OCO2
 : -2% | 1% | u
FC(F)(F)c1nnc2sc(-c3ccco3)nn12
 : -11% | -3% | 5%
O=C(NC(Cc1ccc(O)cc1)C(=O)O)c1ccc2c(c1)OCO2 (stereo unspecified)
 : -2% | 2% | x
N#Cc1cccc(CSc2nnc(CCCO)n2-c2ccccc2)c1
 : 8% | 1% | -8%
COCC(C)NCc1cccc(C)c1 (stereo unspecified)
 : 4% | 0% | 4%
O=C(CN1CCCCC1)Nc1nc(-c2ccccc2)cs1
 : -12% | x | -22%
CC(C)(C)n1nnnc1C(c1cc2cc3c(cc2[nH]c1=O)OCCO3)N1CCSCC1 (stereo unspecified)
 : 7% | 3% | -1%
Cc1cccc(C)c1NC(=O)CNC(=O)Cc1ccccc1[N+](=O)[O-]
 : 15% | 12% | -3%
CC(C)Oc1cccc(C(=O)NC(=S)Nc2ccc(N3CCN(C)CC3)cc2)c1
 : -23% | 9% | -29%
NC(=O)c1ccccc1NC(=S)NC(=O)CCc1ccccc1
 : -7% | -5% | 2%
Cc1ccccc1-c1nc(CN2CCCC2c2ccc(F)cc2)c(C)o1 (stereo unspecified)
 : -15% | 4% | -16%
Nc1nc(Sc2ccc(C(F)(F)F)cc2[N+](=O)[O-])n[nH]1
 : 0% | 4% | -1%
COc1ccc(/C=C/C(=O)OCC(=O)NC2CCCCC2C)c(OC)c1 (stereo unspecified)
 : -7% | -1%[56.1 µM] | x
CC[C@H](C)[C@H](NC(N)=O)C(=O)NCCc1ccc(Cl)cc1
 : -2% | 5% | 3%
Cc1cccc(-c2nc3scc(CCNS(=O)(=O)c4c(C)noc4C)n3n2)c1
 : -12% | 5% | x
Cc1ccc(C)c(NC(=O)CN(C)C(=O)c2cccc(S(=O)(=O)N3CCN(Cc4ccccc4)CC3)c2)c1
 : -9% | 1% | -29%
Cc1ccccc1NC(=S)N(CCc1c(C)[nH]c2ccc(F)cc12)Cc1ccncc1
 : 0% | 6% | -22%
CCOC(=O)c1cc(OC(=O)c2cccc([N+](=O)[O-])c2)n(-c2ccccc2)n1
 : 6% | 3% | 1%

3 entries picked at random from those above:
Every second line gives: FEN1 inh | TDP1 block | N370S GC
COc1ccc(/C=C/C(=O)OCC(=O)NC2CCCCC2C)c(OC)c1 (stereo unspecified)
 : -7% | -1%[56.1 µM] | x
CCCN1/C(=C(/C#N)C2=NS(=O)(=O)c3ccccc32)N(C)c2ccccc21
 : -2% | 0% | 7%
Cc1ccc(C)c(NC(=O)CN(C)C(=O)c2cccc(S(=O)(=O)N3CCN(Cc4ccccc4)CC3)c2)c1
 : -9% | 1% | -29%

The listing continues:
compound	FEN1 inh	TDP1 block	N370S GC
Cc1ccc(N(C(C)C(=O)Nc2ccccc2C(=O)N2CCOCC2)S(C)(=O)=O)cc1C (stereo unspecified)	0%	4%	1%
COc1ccc(C(=O)NCC(c2ccc3c(c2)OCO3)N2CCN(c3ccc(OC)cc3)CC2)cc1 (stereo unspecified)	0%	x	-12%
CC1CCCC(C)N1S(=O)(=O)c1ccc(S(=O)(=O)NCCc2ccncc2)cc1 (stereo unspecified)	-9%	9%	-9%
Cc1nc(SCC(=O)c2cc3ccccc3oc2=O)c(C#N)c(C)c1C(=O)Nc1ccccc1	x	-8%	-21%
CC(C)c1ccc(NC(=O)C2CCCN(S(=O)(=O)c3cccc4cccnc34)C2)cc1 (stereo unspecified)	9%	12%	x
Cc1ccc(-n2c(SCC(=O)c3c(N)n(C4CC4)c(=O)[nH]c3=O)nnc2N2CCOCC2)cc1	18%	-5%	-1%
COc1ccc(/C=N/N2CCOCC2)cc1COc1ccc(F)cc1	2%	5%	16%
COC(=O)c1ccc(N2NC(=O)/C(=C/c3ccc(-c4ccc(Cl)c(C(=O)O)c4)o3)C2=O)cc1	u	x	-1%
CCCCC[n+]1ccn(C2=C([O-])c3ccccc3C(=O)/C2=N\S(=O)(=O)c2ccc(Br)cc2)c1	13%	5%	15%
Cc1cccc(S(=O)(=O)Nc2ccc(-c3nc4ccc(C)cc4s3)cc2)c1	-13%	3%	u
COc1ccc(C=O)cc1CN1CCCN(Cc2ccc(Cl)cc2)S1(=O)=O	-1%	x	24%
Cc1ccc(O)c(-c2cc3ccccc3[nH]2)c1	-17%	9%	19%
CC1CCN(c2ccc3nnc(CCC(=O)NCc4ccco4)n3n2)CC1	-9%	4%	1%
Cc1ccnc(NS(=O)(=O)c2ccc(NC(=O)c3ccc(S(=O)(=O)N4CCCC4)cc3)cc2)n1	14%	2%	1%
CCOc1ccc2[nH]c3c(NCCc4ccc(OC)c(OC)c4)ncnc3c2c1	u	9%	-2%
O=C(Cc1ccc(S(=O)(=O)N2CCOCC2)s1)Nc1ccccc1N1CCOCC1	0%	6%	2%
c1ccc2c(C[C@@H]3CNCCN3CCC34CC5CC(CC(C5)C3)C4)cccc2c1	-12%	3%	x
COc1ccc(Cl)cc1NC(=O)CCN1C(=O)C2C3CCC(C3)C2C1=O (stereo unspecified)	12%	4%	-1%
N#Cc1cc2c(nc1SCC1COc3ccccc3O1)CCC2 (stereo unspecified)	-19%	x	u
CCOC(=O)c1[nH]c2ccc(OC)cc2c1NC(=O)CCN1CCSCC1	2%	8%	2%
COc1ccc(-c2nnc(SCC(=O)NC(=O)NCc3ccccc3)o2)cc1	3%	6%	-5%
O=C(CCN1C(=O)CSC1=O)Nc1ccccc1	1%	5%	4%
CCCn1c(SCC(=O)Nc2cccnc2Cl)n[nH]c1=O	5%	-1%	x
Cc1cccc(N2CC(C(=O)Nc3nnc(SCC(=O)Nc4cc(C)on4)s3)CC2=O)c1 (stereo unspecified)	-6%	3%	-7%
COc1ccc(C(C(=O)NC2CCCC2)N(C(=O)CNC(=O)c2ccco2)c2cccnc2)cc1 (stereo unspecified)	29%	2%	-4%

Shown field by field: entries from further up.
> Cc1cccc(N2CC(C(=O)Nc3nnc(SCC(=O)Nc4cc(C)on4)s3)CC2=O)c1 (stereo unspecified)
  FEN1 inh: -6%	TDP1 block: 3%	N370S GC: -7%
> COc1ccc(C(C(=O)NC2CCCC2)N(C(=O)CNC(=O)c2ccco2)c2cccnc2)cc1 (stereo unspecified)
  FEN1 inh: 29%	TDP1 block: 2%	N370S GC: -4%

Continued:
compound	FEN1 inh	TDP1 block	N370S GC
CCOc1ccc(C(=O)NCc2ccncc2)cc1OCC	-1%	5%	6%
Cc1noc(/C=C/N(C)C)c1S(=O)(=O)N1CCCC(C(=O)N2CCCCC2)C1 (stereo unspecified)	10%	9%	-1%
COc1cc(/C=C2\C(=N)N3N=C(S(C)(=O)=O)SC3=NC2=O)ccc1OCCOc1ccc(C)cc1	12%	x	-4%
O=C(CN1C(=O)c2ccccc2C1=O)N1CCOCC1	1%	-5%	1%
COc1ccc(NC(=O)COC(=O)[C@@H](NC(=O)c2c(F)cccc2F)C(C)C)cc1	-4%	6%	u
CCOC(=O)Cn1c(=O)cc(C(F)(F)C(F)(F)F)c2c(C)nn(CC)c21	-3%	-3%	x
CC(C)(O)C#Cc1ccc(CN2CCN(Cc3ccccc3)C(CCO)C2)s1 (stereo unspecified)	3%	x	-1%
Cc1csc(SCC(=O)Nc2cccc(C)c2C)n1	-1%	1%	x
O=C(O)c1ccc(N/N=C/c2cn(-c3ccccc3)nc2-c2cccs2)cc1	-22%	2%	13%
O=C(CN1C(=O)CC(c2ccc(F)cc2)=Nc2ccccc21)NCc1ccccc1Cl	-12%	2%	x
